# Screening results from PubChem.
# procasp7 counter: counter-screen: procaspase-7 (human) activation | P55210 | recombinant procaspase-7, Ac-DEVD-pNA absorbance 405 nm; D23A/D198A/D206A triple mutant, cannot self-cleave; scale: DMSO 0, 5 µM enzyme 100 | activation, % at 8.5 µM | actives 0.093% (n = 330,000) | AID 463210;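 active means percent activation above the screen-wide mean plus 3 SD, cut at about 25% in these data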
# Target sequence (P55210 whole entry D23A/D198A/D206A): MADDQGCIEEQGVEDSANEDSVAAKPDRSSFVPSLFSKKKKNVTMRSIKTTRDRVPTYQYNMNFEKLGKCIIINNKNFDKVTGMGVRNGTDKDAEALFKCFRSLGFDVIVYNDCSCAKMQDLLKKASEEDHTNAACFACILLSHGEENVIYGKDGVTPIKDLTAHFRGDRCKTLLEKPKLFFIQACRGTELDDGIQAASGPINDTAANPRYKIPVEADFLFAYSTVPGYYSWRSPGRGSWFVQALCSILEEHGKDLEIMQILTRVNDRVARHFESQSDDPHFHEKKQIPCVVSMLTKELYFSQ
#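 System: Procaspase-7 triple mutant (PC-7 D3A); measure: % activation from two-timepoint absorbance difference, scaled to controls; times: 1 h compound preincubation, 2 h substrate cleavage, 25 °C; also added: Ac-DEVD-pNA substrate, 400 µM as added; measured by: Epi-absorbance of released pNA at 405 nm, two timepoints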
# PP5 inh: PP5 (human) phosphatase inhibition | purified PP5c, OMFP substrate fluorescence | inhibition, % at 6.7 µM | actives 0.18% (n = 320,000);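 active means inhibition above the campaign's mean inhibition across all tested compounds plus 3 SD, cut at about 9.5% in these data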;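 further: 0% = DMSO only and 100% = 100 µM cantharidin control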
# CTSL1 counter: blocks F. hepatica cathepsin L1 in PFM18AAP counter-screen | recombinant F. hepatica cathepsin L1, Z-Leu-Arg-MCA fluorescence | inhibition, % at 5.96 µM | actives 0.49% (n = 300,000);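 active means inhibition above the mean of all tested compounds plus 3 SD, set per screening campaign, cut at about 17% in these data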;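 further: 0% = plate median of test compound wells and 100% = 1 µM Z-Phe-Ala-diazomethylketone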
# TPT1 inhibitor: inhibitors of Candida albicans tRNA 2'-phosphotransferase TPT1 | recombinant caTPT1, FP RNA substrate dephosphorylation | inhibition, % at 5 µM | actives 0.81% (n = 300,000) | AID 1962;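 active means inhibition above the mean of all tested compounds plus 3 SD, set per screening campaign, cut at about 24% in these data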;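 further: plate controls were DMSO alone for no effect and ferristatin control at 100 nM for full effect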
# core dimer inh: blocks dimerization of HCV core protein; TR-FRET GST/Flag-core106 dimerization, 1536-well; inhibition, % at 5 µM; actives 0.33% (n = 300,000);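 active means inhibition above the mean of all tested compounds plus 3 SD, set per screening campaign, cut at about 45% in these data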
#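 Assay system: GST-tagged and Flag-tagged HCV core protein residues 1-106 / Times: compound-protein-antibody incubation 4 h at 22.5 °C / Signal: time-resolved FRET, ex 340 nm, em 617 and 671 nm / Evaluation: % inhibition based on acceptor/donor emission ratio / Benchmarks: wells lacking GST-core106 and wells with excess unlabelled core106 / Repeats: singlicate, one well per compound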
# proCasp3 act: activates human procaspase-3; recombinant procaspase-3 D3A, Ac-DEVD-pNA absorbance 405 nm; P42574; activation, % at 8.5 µM; AID 463141; actives 0.11% (n = 330,000);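 active means activation above the mean of all tested compounds plus 3 SD, cut at about 21% in these data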;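 further: 0% = DMSO alone and 100% = DMSO wells spiked with extra 5 µM PC-3 D3A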
#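 assay system = Procaspase-3 D3A mutant | signal = absorbance at 405 nm, 0 and 120 min | times = 1 h preincubation plus 2 h reaction at 25 °C | repeats = single replicate | read-out = % activation between DMSO and enzyme-spiked controls | medium = Zinc-free HEPES saline buffer with Triton X-100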
# PP1 inh: PP1-alpha (human) inhibition in PP5 counter-screen; P62136; purified PP1alpha, OMFP fluorescence; inhibition, % at 6.7 µM; actives 0.9% (n = 320,000);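 active means inhibition above the mean inhibition of all tested compounds plus 3 SD, computed separately for each screening campaign, cut at about 15% in these data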
# Target sequence (P62136 whole entry, looked up): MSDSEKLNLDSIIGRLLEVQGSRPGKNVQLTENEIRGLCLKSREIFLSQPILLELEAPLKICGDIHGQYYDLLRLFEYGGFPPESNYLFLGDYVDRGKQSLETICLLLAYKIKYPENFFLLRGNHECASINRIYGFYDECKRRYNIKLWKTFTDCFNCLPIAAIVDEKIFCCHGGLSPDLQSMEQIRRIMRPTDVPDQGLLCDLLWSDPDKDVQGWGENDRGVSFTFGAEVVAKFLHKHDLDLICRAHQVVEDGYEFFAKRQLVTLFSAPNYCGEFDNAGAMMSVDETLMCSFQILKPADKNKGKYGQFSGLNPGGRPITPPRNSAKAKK
# GASC-1 inh: inhibitors of human GASC-1 (JMJD2C) demethylase. actives 0.069% (n = 330,000). AID 2099. inhibition, % at 2.35 µM. Q9H3R0. GST-JMJD2C(1-420) H3K9me3 demethylation, DELFIA europium;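 active means more than half of a compound's replicate wells show inhibition beyond 50%, single wells judged on their own value; inconclusive means some, but no more than half, of replicates pass 50% inhibition; inactive means no replicate passes 50% inhibition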;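 further: signal counts dimethyl H3K9 product captured on neutravidin plate; 0% = median of DMSO wells and 100% = 0.3 times that DMSO median; strong numbers were not always called active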
# Target sequence (Q9H3R0 1-420 limits assumed): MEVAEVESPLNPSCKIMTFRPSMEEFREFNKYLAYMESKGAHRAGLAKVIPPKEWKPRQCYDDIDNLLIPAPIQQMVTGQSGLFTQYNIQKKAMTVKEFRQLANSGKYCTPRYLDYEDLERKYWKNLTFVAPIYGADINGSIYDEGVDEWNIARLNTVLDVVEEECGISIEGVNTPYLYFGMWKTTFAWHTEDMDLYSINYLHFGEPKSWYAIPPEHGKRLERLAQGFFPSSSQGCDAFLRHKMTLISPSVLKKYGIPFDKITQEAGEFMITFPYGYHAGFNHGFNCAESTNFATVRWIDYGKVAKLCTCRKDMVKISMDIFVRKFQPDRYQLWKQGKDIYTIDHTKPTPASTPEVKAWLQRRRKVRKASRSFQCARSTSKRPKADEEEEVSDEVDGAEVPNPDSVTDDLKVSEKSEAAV
# Efflux pump inh: antifungal efflux pump inhibition, Nile Red retention | actives 0.44% (n = 330,000) | S. cerevisiae Candida pump triplex | inhibition, % at 10 µM | AID 485275;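 active means plate passing quality check with inhibition over a set limit, or well fluorescence over plate mean plus 4 SD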;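 further: Nile Red retained in pooled yeast measured as flow cytometry median fluorescence; 0% = buffer negative control and 100% = Enniatin B positive control; higher means more Nile Red kept so more efflux inhibition; some compounds called inactive have numbers as strong as hits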
# Active calls of the source: *; ? = inconclusive; / = not tested or not shown; & = joins results of further samples.
SMILES,procasp7 counter,PP5 inh,CTSL1 counter,TPT1 inhibitor,core dimer inh,proCasp3 act,PP1 inh,GASC-1 inh,Efflux pump inh
CSc1ccc(Cl)c(C(=O)OCC(=O)NCC(C)C)c1,-2.4,-1.2,-8.7,-1.7,-4.7,-5.8,-1.8,-4.0,0.1
O=C(COC(=O)C1CCCCC1C(=O)N1CCc2ccccc21)NCc1ccco1 (stereo unspecified),3.0,-0.9,1.9,4.7,82.8*,1.4,7.5,8.2,0.0
C=CCNC(=O)c1ccc(CNS(=O)(=O)c2ccc(NC(C)=O)cc2)cc1,4.0,0.6,-1.4,0.7,-2.7,-2.4,-0.1,7.3,0.1
O=c1cc(C(F)(F)F)nc(-c2ccccc2)[nH]1,4.7,-5.0,-1.4,-0.2,3.0,4.9,-3.2,0.4,0.0
COc1cc(NC(=O)N2CCNC2=O)cc(C(=O)Nc2cccc(C(F)(F)F)c2)c1,7.1,6.2,4.8,1.6,1.5,11.9,0.9,1.2,-0.1
Clc1ccc(SCCOCCN2CCOCC2)cc1,7.0,1.9,-4.0,0.5,-4.2,0.8,-0.2,-2.9,0.0
CC1Cc2nc(SCC(=O)NCC3CCCO3)n(C)c(=O)c2S1 (stereo unspecified),-9.8,5.1,-4.6,-1.3,-8.5,-3.6,-0.1,-4.7,0.2
O=C(CC(=O)Nc1ccccc1F)Nc1ccccc1F,-1.4,1.0,-4.9,0.3,6.8,6.5,-4.4,17.9,-0.1
COc1cc(/C=N/NC(=O)c2cc(C3CC3)[nH]n2)ccc1O,5.2,-1.8,6.8,-1.1,-4.3,6.9,6.4,4.4,-0.2
CSc1ccccc1NC(=O)c1ccc(C)o1,5.7,0.7,-3.4,-0.9,-0.2,-1.7,0.8,?,0.0
S=C(Nc1cccc(Cl)c1)Nc1cccc2cnccc12,-5.9,2.7,1.6,2.9,2.2,-11.2,-1.0,6.3,-0.2
C(=C\c1ccco1)/c1nc2ccccc2[nH]1,-17.0,-0.9,3.5,8.8,-1.3,-2.9,-0.4,3.6,0.0
COc1cccc(Nc2nc(Nc3ccc(Cl)c(C(=O)O)c3)nc(C)c2[N+](=O)[O-])c1,-0.2,-1.6,/,/,/,-0.6,-3.6,9.3,-0.2
CC(=O)Nc1nc(C)c(-c2csc(Nc3ccccn3)n2)s1,-6.1&-5.2,0.0&2.6,0.2&-1.1,-1.6&1.2,-0.7&-5.3,1.2&-8.4,4.5&0.7,2.2&-1.9,-0.1&0.0
Cc1ccc(NC(=O)Cn2nc(C(F)(F)F)c3c2CCC3)cc1,7.2,4.8,-2.9,0.9,-2.0,-0.5,-3.5,21.1,0.1
CCOc1ccc(CCNC(=O)C2CCCN(S(=O)(=O)N3CCOCC3)C2)cc1OCC (stereo unspecified),1.7,2.2,-0.4,0.0,2.0,8.3,-3.3,-0.6,0.0
O=C(O)c1ccc2c(c1)N(Cc1cccc(F)c1)C(=O)CS2,4.4,-0.2,-0.5,0.0,-0.7,9.6,-1.9,-6.2,0.0
Cc1ccc(-c2nnc(NCc3nc4ccccc4[nH]3)c3ccccc23)cc1S(=O)(=O)N1CCCCC1,0.6,1.2,0.3,-2.1,2.0,1.7,14.4,1.0,0.1
C(=NC12CN3CN(CN(C3)C1)C2)c1ccc2c(c1)OCO2,-5.2,-0.8,-0.6,-1.8,-5.5,3.6,1.0,1.9,0.0
COC(=O)Cc1c(O)ccn(CCc2ccc(OC)c(OC)c2)c1=O,3.6,-2.6,-0.1,2.3,-3.9,2.5,-0.9,2.5,0.1
CNC(=O)/C(C#N)=C/c1c(F)cccc1Cl,6.9,-0.5,-0.9,-1.3,9.8,-1.4,1.6,-3.2,0.1
CC1CCN(CCCn2c(SCC(=O)NC3CCCC3)nc3ccccc3c2=O)CC1,3.0,-3.1,-0.8,3.9,-1.1,9.9,1.6,-5.9,-0.1
O=C1C=C(c2ccc(F)c(Cl)c2)C[C@@H](c2ccc(F)cc2)C1,11.2,0.8,/,/,/,8.9,-3.1,3.7,-0.1
O=C(NC1CCCCC1)c1nc2c(nnn2Cc2ccccc2Cl)c(=O)[nH]1,5.7,1.9,2.5,-2.5,12.3,-0.5,3.8,-11.2,3.6
CCCN(Cc1cc2cc(OC)ccc2[nH]c1=O)C(=O)c1ccncc1,-0.9,0.6,6.7,-4.8,1.4,3.9,-1.0,0.0,0.0

# Next section.
SMILES,procasp7 counter,PP5 inh,CTSL1 counter,TPT1 inhibitor,core dimer inh,proCasp3 act,PP1 inh,GASC-1 inh,Efflux pump inh
COc1ccc(-n2c(N)c(C(=O)NCc3ccco3)c3nc4ccccc4nc32)c(OC)c1,-25.3,5.2,8.2,39.2*,6.9,-15.1,4.6,-2.8,0.1
O=C1c2cccnc2C(Nc2ccccc2Br)N1Cc1ccco1 (stereo unspecified),-3.7,1.6,4.1,2.9,15.9,-7.1,-2.9,-4.5,-0.1
COc1ccc(S(=O)(=O)N(C)c2ccc(C(=O)N3CCCCC3)cc2)cc1OC,-1.0,5.3,0.6,3.3,4.0,0.7,-4.8,10.5,0.3
CN(CCO)CCOCCOc1cccc2ccccc12,-7.7,-2.2,1.2,0.2,-0.7,-0.3,-3.0,0.1,0.1
COc1ccc(C)cc1NC(=O)CN1CCN(S(=O)(=O)c2ccc(Cl)cc2)CC1,-3.5,2.8,3.0,2.9,15.9,8.4,1.4,2.6,0.0
O=C(NC(Cc1ccccc1)C(=O)O)C1CCN(S(=O)(=O)c2cccc(C(F)(F)F)c2)CC1 (stereo unspecified),-5.1,2.2,4.3,-1.3,-1.0,-4.7,-0.3,4.8,2.3
Oc1ccc(Cl)cc1CNn1cnnc1,-0.5,-0.6,-2.1,2.3,-2.4,2.3,-2.4,4.2,-0.1
Cc1ccc2oc(=O)n(Cc3ccc(OC(C)C)cc3)c2c1,7.7,4.5,-3.3,-2.0,1.4,0.1,2.2,8.2,0.0
COc1cc(CC(=O)OCC(=O)NC(C)c2ccccc2)cc(OC)c1OC (stereo unspecified),2.7,/,/,/,/,1.0,/,-1.8,-0.1
Cc1ccc(N(CC(=O)N2CCc3ccccc32)S(=O)(=O)c2cccs2)cc1,11.7,4.7,0.5,1.0,14.2,4.8,2.8,0.8,-0.2
C=CCc1cccc2cc(C(=O)NC)c(=O)oc12,7.0,0.8,-4.4,-3.4,-4.2,0.5,0.8,0.0,0.0
O=C(Nc1ccc2nsnc2c1)c1cccs1,-16.9,-1.7,0.9,1.5,-3.7,-19.9,-6.6,6.1,0.1
Cc1ccccc1OCC(=O)N/N=C/c1cccc(Oc2ccc([N+](=O)[O-])cc2[N+](=O)[O-])c1,12.5,0.6,0.3,-1.0,19.4,-6.2,14.6,-0.2,-0.3
CCOC(=O)C1=NOC2C3CC(C12)C1C(=O)N(CCc2ccc(OC)c(OC)c2)C(=O)C31 (stereo unspecified),10.6,1.7,-1.6,0.3,1.6,-1.1,-1.4,-0.5,0.1
COC(=O)c1ccc(OCC2c3cc(OC)c(OC)cc3CCN2C(C)=O)cc1 (stereo unspecified),9.8,-1.1,0.2,0.2,2.2,1.8,-2.5,-1.8,-0.1
O=C(Nc1ccc(F)cc1F)Nc1ccccc1C(=O)NCCN1CCNC1=O,3.0,-1.6,2.0,0.8,-0.8,-0.7,-3.8,7.2,0.1
CN(c1ccc(C(=O)NCC2CCCO2)cc1)S(C)(=O)=O (stereo unspecified),-3.6,0.7,7.1,1.0,5.9,0.9,-3.5,-0.8,0.0
CC(=O)c1cccc(OCc2cc(C(=O)NC3CCN(Cc4ccccc4)CC3)no2)c1,-7.1,2.1,-2.3,-0.3,-0.9,9.1,13.1,-6.2,0.0
Cn1ncc(C(=O)Nc2ccc(Cl)cc2)c1C(F)(F)F,9.7,3.3,3.1,-3.2,-3.5,-3.1,-5.6,7.7,-0.2
CC(C)c1ccc(NC(=O)CSc2nc3ccsc3c(=O)n2CCC(=O)O)cc1,-2.9,0.1,4.8,-4.2,3.0,7.1,-0.3,-18.3,-0.1
CCC(=O)Oc1ccc(NC(=O)c2ccco2)cc1,0.1,-2.9,-12.1,-0.7,-1.4,5.7,-3.3,-3.2,0.0
CSc1nc(N2CCOCC2)c2c(c1C#N)CC(C)(C)OC2,1.9,0.3,1.3,-3.2,0.1,-0.2,-0.1,1.6,-0.1
O=C(Nc1ccc(Cl)c(Cl)c1)Nc1ccc(N2CCCC2)c(S(=O)(=O)Nc2ccccc2Cl)c1,-9.2,2.9,4.1,-0.5,26.4,-12.9,17.8*,1.4,-1.5
COc1ccc(N2CCN(C(=O)CN(c3ccccc3)S(=O)(=O)c3ccc(OC)cc3)CC2)cc1,-0.8,0.5,2.0,-1.2,7.7,2.1,0.5,-1.7,0.2
COc1cc(OC)cc(C(=O)N[C@H](C(=O)Nc2ccc(NC(C)=O)cc2)C(C)C)c1,5.8,2.1,0.5,0.5,-0.2,4.7,-0.2,-8.9,0.0

# The results go on.
SMILES,procasp7 counter,PP5 inh,CTSL1 counter,TPT1 inhibitor,core dimer inh,proCasp3 act,PP1 inh,GASC-1 inh,Efflux pump inh
CCOc1cc(C(=S)N2CCN(C)CC2)ccc1OCC(=O)N1CCOCC1,-14.7,-0.3,-2.9,-1.7,9.5,0.6,-1.4,7.9,0.0
CC(=O)Nc1ccc2c(c1)CN(c1cc(C)ccc1C)CO2,5.5,-2.4,-0.8,-1.2,-3.6,-2.2,-3.4,5.3,-0.6
CC(Sc1nc2c(N)ncnc2n1CCOc1ccccc1)C(=O)O (stereo unspecified),-4.5,0.0,1.3,3.5,-1.4,3.9,-0.7,-6.4,0.0
Cc1nnc(NC(=O)CSc2nc(CC(C)C)nc3c2c(=O)n(C)c(=O)n3C)s1,3.5,0.6,5.3,4.3,0.7,2.0,5.2,0.6,0.1
Cc1ccc(NC(=O)c2c(F)cccc2Cl)cc1S(=O)(=O)N1CCOCC1,5.3,-1.0,/,/,/,-2.2,0.9,0.5,0.1
COC(=O)C1=C(C)N(Cc2cccnc2)C(=O)/C1=C\c1cccs1,-4.1,2.2,4.8,-1.4,-3.5,3.5,11.3,-1.8,-0.1
Cc1cc(C)n(CC(O)COc2ccccc2C)n1 (stereo unspecified),-3.8,1.1,5.7,-0.5,3.0,-0.6,8.6,/,0.0
COc1ccc(/C=C(/NC(=O)c2ccccc2)C(=O)NCc2ccncc2)cc1,-7.6,3.3,-8.6,-1.2,-7.2,-0.2,0.0,-13.2,0.3
Cn1c(C2=C(O)CN(Cc3ccccc3)C2=N)nc2ccccc21,11.3,0.2,-3.8,-2.5,-1.7,-6.3,-3.6,6.7,0.1
